MrgX1 allo act: positive allosteric modulators of MrgX1, primary screen, HEK293 cells, Fluo-4 calcium flux; Mas-related G-protein coupled receptor member X1 (Homo sapiens), Q96LB2; B-score at 10 µM; 310,000 compounds, 0.63% hits; AID 588675, 2011; FDSS; active compounds read high;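 active = plate-corrected calcium response at least 3 library SD above typical, normal starting fluorescence, not activating the receptor alone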;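 also: compound read alongside a low EC10 to EC30 dose of BAM8-22 agonist; peak minus trough fluorescence over baseline measured at the second addition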
TRPC4 agonist: activators of mouse TRPC4 channel, primary screen, Fluo4 calcium, HEK293 TRPC4beta/mu-opioid cells; Fluo4 calcium fluorescence; active compounds read high; B-score at 10 µM; 310,000 compounds, 0.49% hits;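 active = B-score above 5 SD of library B-scores, and initial fluorescence ratio not above library mean plus 5 SD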;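 also: positive B-score marks a calcium rise read as TRPC4 activation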
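system = HEK293 cells stably co-expressing mouse TRPC4beta and mu-opioid receptor | schedule = Fluo4 dye loading 45 min at room temperature, 110 s recording | measure = B-scored integrated calcium fluorescence ratio | signal = Fluo4 calcium-sensitive dye fluorescence, kinetic, 1 Hz baseline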
TMEM16A inh: TMEM16A chloride channel inhibitors, primary screen, cell-based, HTS. Anoctamin-1 (Mus musculus), Q8BHY3. HEK293 TMEM16A/YFP iodide influx fluorescence, ionomycin. normalized B-score (activity score, 25-100; higher = stronger inhibition) at 10 µM. 310,000 compounds, 1.2% hits;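 active = ratio plate-corrected score three or more library SD toward inhibition, starting fluorescence score within five deviations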;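 also: score derived from kinetic fluorescence span divided by baseline fluorescence per well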
Target sequence (Q8BHY3 whole entry, looked up): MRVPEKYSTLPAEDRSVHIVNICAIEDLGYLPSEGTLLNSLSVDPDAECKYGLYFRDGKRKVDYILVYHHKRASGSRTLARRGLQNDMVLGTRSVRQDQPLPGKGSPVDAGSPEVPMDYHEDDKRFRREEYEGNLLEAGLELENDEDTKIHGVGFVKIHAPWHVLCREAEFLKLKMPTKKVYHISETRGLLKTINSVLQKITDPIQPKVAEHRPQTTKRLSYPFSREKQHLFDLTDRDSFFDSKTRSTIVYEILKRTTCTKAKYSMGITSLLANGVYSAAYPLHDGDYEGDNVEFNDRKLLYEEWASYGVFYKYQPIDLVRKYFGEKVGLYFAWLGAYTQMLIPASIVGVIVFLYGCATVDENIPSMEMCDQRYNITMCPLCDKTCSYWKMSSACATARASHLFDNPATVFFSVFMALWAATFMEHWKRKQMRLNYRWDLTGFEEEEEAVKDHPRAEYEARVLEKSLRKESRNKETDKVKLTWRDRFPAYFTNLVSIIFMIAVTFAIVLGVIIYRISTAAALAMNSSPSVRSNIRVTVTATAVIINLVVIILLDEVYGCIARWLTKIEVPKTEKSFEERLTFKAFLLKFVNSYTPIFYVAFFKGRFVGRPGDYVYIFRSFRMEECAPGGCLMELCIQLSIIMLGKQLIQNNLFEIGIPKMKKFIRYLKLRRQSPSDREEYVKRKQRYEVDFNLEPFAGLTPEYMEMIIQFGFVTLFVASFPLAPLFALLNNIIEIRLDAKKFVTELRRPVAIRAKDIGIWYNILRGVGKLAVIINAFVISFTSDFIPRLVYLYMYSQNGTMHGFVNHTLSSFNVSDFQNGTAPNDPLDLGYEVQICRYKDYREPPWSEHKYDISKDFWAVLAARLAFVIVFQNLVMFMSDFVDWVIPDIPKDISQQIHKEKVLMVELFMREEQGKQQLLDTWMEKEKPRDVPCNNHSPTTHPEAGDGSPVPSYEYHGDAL
TRPC6 act: mouse TRPC6 channel activators, primary screen, cell-based, HEK293, membrane potential dye; HEK293-TRPC6 membrane potential dye fluorescence; active compounds read high; Short transient receptor potential channel 6 (Mus musculus), Q61143; B-score at 10 µM; 310,000 compounds, 0.13% hits;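 active = B-score of the integrated fluorescence ratio above library mean plus 3 SD, and starting fluorescence ratio within library mean plus 5 SD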;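 also: higher score means more depolarization so channel activation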
MrgX1 antag: antagonists of human MrgX1 receptor, primary screen, HEK293 cells, Fluo-4 calcium flux | B-score at 10 µM | BAM8-22 antagonism; active compounds read low | Mas-related G-protein coupled receptor member X1 (Homo sapiens), Q96LB2 | 310,000 compounds, 1.3% hits;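 active = calcium-response B-score plate-corrected more than 3 library SD below zero, starting fluorescence within 5 deviations, no agonist response on first addition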;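 also: peak minus trough fluorescence over baseline after final BAM8-22 challenge near maximal dose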
ANO1 activ: TMEM16A chloride channel activators or potentiators, primary screen, cell-based, HTS; 340,000 compounds, 0.3% hits; HEK293 TMEM16A/YFP-H148Q/I152L, iodide quench fluorescence; active compounds read low; Anoctamin-1 (Mus musculus), Q8BHY3; B-score at 10 µM;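 active = fluorescence-ratio B-score plate-corrected deviation score at least 3 library SD below zero, with starting fluorescence score within 5 deviations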;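 also: channel opened by trigger with iodide after compound preincubation; score built on the fluorescence ratio of max minus min over baseline; more negative score means more quench and so TMEM16A activation or potentiation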
MrgX1 ag: agonists of human MrgX1 receptor, primary screen, HEK293 cells, Fluo-4 calcium flux; 310,000 compounds, 0.44% hits; Fluo-4 calcium fluorescence, agonist mode; active compounds read high; B-score at 10 µM; Mas-related G-protein coupled receptor member X1 (Homo sapiens), Q96LB2;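 active = calcium response B-score plate-corrected fluorescence ratio at least 3 library SD, with starting fluorescence B-score inside 5 SD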
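System – MrgX1-expressing HEK293 cells · Incubation – cells plated overnight, dye loaded 0.5 h 37 °C, 0.5 h room temperature · Technique – kinetic Fluo-4 NW fluorescence of intracellular calcium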
TRPC4 PAM: positive allosteric modulators of TRPC4, primary screen, cell-based, mouse TRPC4beta, HEK293 mu-opioid, Fluo-4 calcium. DAMGO EC20, Fluo-4 Ca2+ flux; active compounds read high. B-score at 10 µM. Short transient receptor potential channel 4 (Mus musculus), Q9QUQ5. 310,000 compounds, 0.42% hits. AID 2227, 2009;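 active = B-score of calcium response area above 5 SD of library B-scores, with initial fluorescence ratio within 5 SD of library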;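 also: B-score of integrated fluorescence ratio over time as area under calcium response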
TRPC4 block: inhibitors of mouse TRPC4 channel, primary screen, Fluo4 calcium, HEK293 TRPC4beta/mu-opioid cells; Short transient receptor potential channel 4 (Mus musculus), Q9QUQ5; DAMGO-evoked Fluo4 calcium flux; active compounds read low; B-score at 10 µM; 300,000 compounds, 0.39% hits;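 active = B-score over 3 SD under the library average, no early fluorescence shift, positive overall ratio signal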
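Material: HEK293 cells with stable TRPC4beta plus mu-opioid receptor expression; probe or stimulus: DAMGO in two steps, submaximal then maximal; technique: Fluo4 calcium fluorescence by kinetic imaging, 5 s 1 Hz baseline; measure: integrated fluorescence ratio relative to baseline, converted to per-well B score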
SKKanGAS inh: S. pyogenes SKKanGAS growth inhibitors in kanamycin, primary screen, streptokinase expression inhibitor project, SKKanGAS strain, BacTiter-Glo luminescence | 6 h | inhibition, % at 7.5 µM | 300,000 compounds, 1.3% hits;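 active = mean replicate score, as percent of positive control median, at least 50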;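 also: strain carries kanamycin resistance gene driven by streptokinase promoter and grows in 40 µg/ml kanamycin; loss of luminescence reflects streptokinase promoter inhibition or plain growth inhibition; 0% = median of DMSO wells and 100% = positive control at its reference dose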
TRPC6 inhibitor: mouse TRPC6 channel inhibitors, primary screen, cell-based, HEK293, membrane potential dye | B-score at 10 µM | AID 2553, 2010 | ACh-evoked depolarization; active compounds read low | 310,000 compounds, 1.1% hits;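 active = B-score under library mean minus 3 SD, initial fluorescence not abnormally high, positive integrated signal ratio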;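 also: B-score derived from integrated fluorescence ratio over the kinetic read; more negative B-score means stronger inhibition of depolarization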
The depositor's hits bear a star; i = inactive; . = not tested or not shown.

mol	MrgX1 allo act	TRPC4 agonist	TMEM16A inh	TRPC6 act	MrgX1 antag	ANO1 activ	MrgX1 ag	TRPC4 PAM	TRPC4 block	SKKanGAS inh	TRPC6 inhibitor
Cc1cccnc1NC(=S)NCCc1ccccc1	i	i	i	i	i	i	i	i	i	4	i
Cc1onc(-c2ccccc2)c1C(=O)NC(C)CCc1ccccc1 (stereo unspecified)	i	i	i	i	i	i	i	i	i	-1	i
COc1ccc(NC(=O)CN(C)CCOc2ccc(Cl)cc2)cc1OC	i	i	i	i	i	i	i	15*	i	-19	i
CC(=NCC1CCNCC1)C1=C(O)CC(C)(C)CC1=O	i	i	i	i	i	i	i	i	i	-3	i
CC(C)Oc1ccc(OCCSc2nc3ccccc3n2CC(=O)O)cc1	i	i	i	i	i	i	i	i	i	9	i
O=C(CC1N=C2c3ccccc3N=C(SCc3ccccc3Cl)N2C1=O)NCc1ccco1 (stereo unspecified)	i	i	i	i	i	i	i	i	i	12	i
COc1cccc(CN2CCN(C(=O)c3cccc4ccccc34)CC2)c1OC	i	i	i	i	i	i	i	i	i	3	i
CCOC(=O)C1=C(C)N(CCO)C(=O)NC1c1cccc(O)c1 (stereo unspecified)	i	i	i	i	i	i	i	i	i	1	i
Cc1nc(N2CCN(c3ccccn3)CC2)c2c(C)c(C(=O)Nc3ccc(F)c(Cl)c3)sc2n1	i	i	i	i	-5.6*	i	i	i	i	12	i
CN1CCN(c2ccc(S(=O)(=O)N3CCCCC3)cc2NC(=O)COc2ccc(F)cc2)CC1	i	i	i	i	i	i	i	10*	i	9	-5.9*
CCOc1ccccc1NC(=O)COC(=O)Cc1cccs1	i	i	i	i	i	i	i	i	i	5	i
COc1ccc(N(CC(=O)N2c3ccccc3CC2C)S(=O)(=O)c2c(C)nn(C)c2C)cc1 (stereo unspecified)	i	i	i	i	i	i	i	i	i	3	i
O=C(CC1C(=O)NCCN1Cc1ccccc1C(F)(F)F)NCCn1cccn1 (stereo unspecified)	i	i	i	i	i	i	i	i	i	3	i
COc1ccc(/C=N/Nc2ccc([N+](=O)[O-])cc2)cc1Cn1cc([N+](=O)[O-])cn1	i	i	i	i	i	i	i	i	i	4	i
CC(C)CC(NC(=O)OC(C)(C)C)C(=O)NC(C(=O)N1CCCC1C(N)=O)C(C)C (stereo unspecified)	i	i	i	i	i	i	i	i	i	-3	i
CCOc1ccc(C2=Nn3c(nnc3-c3cccnc3)SC2)cc1	i	i	i	i	i	i	i	i	i	10	i
O=C1CSC(=Nc2cccc(C(=O)O)c2)N1	i	i	i	i	i	i	i	i	i	-2	i
Cc1ccc(Cc2nnc3n(-c4ccccc4)nc(C(=O)c4ccccc4)n3c2=O)cc1	i	i	i	i	i	i	i	i	i	31	i
CCCCN(C)C1CCN(C(=S)Nc2ccc(OCC)cc2)CC1	i	i	i	i	i	i	i	i	i	-11	i
[O-]/[N+](=C/c1ccco1)c1ccccc1	i	i	i	i	i	i	i	i	i	-7	i
COc1ccc(NC(=O)c2ccccc2NC(=O)NC2CCCCC2)cc1	i	i	i	i	i	i	i	i	i	-5	i
CN(C)S(=O)(=O)c1ccc(C(=O)Nc2cc3c(cc2C(=O)O)OCCCO3)cc1	i	i	i	i	i	i	i	i	i	12	i
COCc1nn2c(N)c(C#N)cnc2c1-c1ccccc1	i	i	i	i	i	i	i	i	i	-2	i
COC(=O)c1sccc1OCc1cccc(OC)c1	i	i	i	i	i	i	i	i	i	6	i
O=C(Nc1cccnc1)c1ccc2c(c1)OCO2	i	i	i	i	i	i	i	i	i	1	i
Cc1ccc(S(=O)(=O)N2CCN(C(=O)CSc3nc(N)cc(=O)[nH]3)CC2)c(C)c1	i	i	i	i	i	i	i	i	i	-2	i
COc1cccc(C2/C(=C(\O)c3ccc4c(c3)OCCO4)C(=O)C(=O)N2CCCn2ccnc2)c1 (stereo unspecified)	i	i	i	i	i	i	i	i	i	-4	i
COc1ccc(CCNC(=O)CSc2nnc(CNC(=O)c3ccccc3F)o2)cc1OC	i	i	i	i	i	i	i	i	i	1	i
Cc1cccc(COCC(CC(C)C)N2CCN(C(=O)c3ccc(C(F)(F)F)cc3)CCC2=O)c1 (stereo unspecified)	i	i	i	i	i	i	i	i	i	10	i
CCN(CC)CCN(C(=O)c1ccc2c(c1)OCCO2)c1nc2c(Cl)cccc2s1	i	i	i	i	i	i	i	i	i	2	i
CCn1nc(NC(=O)COC)c2cc3cccc(C)c3nc21	i	i	i	i	i	i	i	i	i	-2	i
CC1CCN(S(=O)(=O)c2ccc3c(c2)N(CC(=O)NCc2cccnc2)C(=O)CS3)CC1	i	i	i	i	i	i	i	i	i	-4	i
COc1ccc(NC(=O)Cn2c(=O)n(-c3ccccc3)c(=O)c3oc4ccccc4c32)c(OC)c1	i	i	i	i	i	i	i	i	i	4	i
CN(NC1OC(=O)c2ccccc21)c1ccccc1[N+](=O)[O-] (stereo unspecified)	i	i	i	i	i	i	i	i	i	-5	i
C=CCN1C(=O)/C(=C\c2ccc(Oc3nc(N4CCOCC4)nc(N4CCOCC4)n3)c(OC)c2)SC1=S	i	i	i	i	i	i	i	i	i	18	i
NC(=O)CSc1nnc(COc2ccccc2)n1Cc1ccco1	i	i	i	i	i	i	i	i	i	0	i
O=C(c1ccccc1F)N1CCN(S(=O)(=O)c2ccc3c(c2)OCCO3)CC1	i	i	i	i	i	i	i	i	i	-1	i
CC(NC(=O)c1cc(F)c(F)cc1Cl)C1CC2CCC1C2 (stereo unspecified)	i	i	i	i	i	i	i	i	i	-2	i
CC(C)(CNC(=O)c1cccc(S(=O)(=O)NCc2ccccc2)c1)N1CCOCC1	i	i	i	i	i	i	i	i	i	4	i
NC(=O)CC(NC(=O)Cc1ccc(Br)cc1)c1ccc(NC2CCC2)c([N+](=O)[O-])c1 (stereo unspecified)	i	i	i	i	i	i	i	i	i	-2	i
O=C1/C(=C/c2cccs2)Cc2ccccc21	i	i	i	i	i	i	i	i	i	-6	i
Cc1cc(NC(=O)C(C)SCC(=O)Nc2cc(C(F)(F)F)ccc2N2CCOCC2)no1 (stereo unspecified)	i	i	i	i	i	i	i	i	i	0	i
CC(=O)c1c(N)nc2n(c1=O)CCCCC2	i	i	i	i	i	i	i	i	i	8	i
COc1ccccc1NC(=O)CN1CCN(c2ccccc2F)CC1	i	i	i	i	i	i	i	i	i	4	i
O=C(Nc1ccc(C(=O)NN2C(=O)c3ccccc3C2=O)cc1)c1ccccc1	i	i	i	i	i	i	i	i	i	13	i
CC1(C)CC2(CCO1)OC(=O)CC2C(=O)Nc1ccc(Br)cc1 (stereo unspecified)	i	i	i	i	i	i	i	i	i	-2	i
CCN(CC)C(=O)c1scc2c1OCCO2	i	i	i	i	i	i	i	i	i	-3	i
CCOC(=O)c1sc2c(c1C)c(=O)n(Cc1ccccc1)c(=O)n2CCN(C)C	i	i	i	i	i	i	i	i	i	7	i
Cc1noc(C)c1C(=O)OCC(=O)c1c[nH]c2ccccc12	i	i	i	i	i	i	i	i	i	-3	i
C/C(=N\NC(=S)NC(C)C)c1ccccc1OC(F)F	i	i	i	i	i	-39*	i	i	i	0	-8.8*

Continued:
mol	MrgX1 allo act	TRPC4 agonist	TMEM16A inh	TRPC6 act	MrgX1 antag	ANO1 activ	MrgX1 ag	TRPC4 PAM	TRPC4 block	SKKanGAS inh	TRPC6 inhibitor
Cc1ccc(C(C(=O)NC2CCCC2)N(C(=O)CCC(=O)Nc2cc(C)on2)c2ccccc2)cc1 (stereo unspecified)	i	i	i	i	i	i	i	i	i	-8	i
Cc1ccc(C(=O)NC2CCN(S(=O)(=O)c3ccccc3F)CC2)cc1	i	i	i	i	i	i	i	i	i	-2	i
CC1CCCN(C(=O)COC(=O)c2ccc(=O)n(Cc3ccccc3)n2)C1 (stereo unspecified)	i	i	i	i	i	i	i	i	i	-6	i
Cc1ccn2c(=O)nc(SCC(=O)NCc3ccco3)nc2c1	i	i	i	i	i	i	i	i	i	-13	i
O=C(Nc1ccc2ccccc2n1)c1ccccc1	i	i	i	i	i	i	i	i	i	3	i
Cc1ccc(N(Cc2ccc(C(=O)NCC3CCCO3)cc2)S(C)(=O)=O)cc1C (stereo unspecified)	i	i	i	i	i	i	i	i	i	5	i
COc1ccc(CNC(=O)COc2cccnc2[N+](=O)[O-])cc1OC	6.9*	i	i	i	i	.	i	i	i	5	i
Cc1cc(C)cc(-c2nnc(SCC(=O)N3CCN(C(=O)c4ccco4)CC3)o2)c1	i	i	i	i	-6.3*	i	i	i	i	-6	i
O=C(NCCc1ccccc1)C(=O)NCC1CCCO1 (stereo unspecified)	i	i	i	i	i	i	i	i	i	-2	i
COc1cc(CNCCCN2CCOCC2)cc(Br)c1OCC(=O)N1CCCCC1	i	i	i	i	i	i	i	i	i	-8	i
CN(C)c1ccc(C(=O)NC2(N3CCC3=O)CCCC2)cc1	i	i	i	i	i	i	i	i	i	4	i

Screens deposited in PubChem by several laboratories.
